M. tuberculosis GlmU: inhibition of mycobacterial GlmU enzyme – biochemical, glucosamine-1-phosphate acetyltransferase (AID 1376) | Bifunctional protein GlmU (Mycobacterium tuberculosis (strain ATCC 25618 / H37Rv)) | M. tuberculosis GlmU acetyltransferase enzyme assay; higher % means a stronger effect | hit rate 0.25% among 220,000 | one-dose inhibition, %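 (tested at 30 µM in the primary screen)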; IC50 in µM for titrated hits; in the data active = inhibition above about 13%;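 note: 0% = complete reaction with vehicle and 100% = reaction without substrate; strong numbers were not always called active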
Mtb RmlCD inh: M. tuberculosis RmlC/RmlD coupled enzyme inhibitors, primary screen, biochemical, compound mixtures, 384-well, from 1536-well plates. dTDP-4-dehydrorhamnose reductase (Mycobacterium tuberculosis (strain ATCC 25618 / H37Rv)) …. inhibition, % at 3.6 µM. AID 1533, 2009. hit rate 0.03% among 160,000. RmlC+RmlD coupled enzyme assay, percent inhibition; primary screen in compound mixtures; in the data active = inhibition mostly above about 34%, no sharp cut-off; note: some results filed as inactive read as strong as hits
Target sequence (P9WH09 whole entry, looked up): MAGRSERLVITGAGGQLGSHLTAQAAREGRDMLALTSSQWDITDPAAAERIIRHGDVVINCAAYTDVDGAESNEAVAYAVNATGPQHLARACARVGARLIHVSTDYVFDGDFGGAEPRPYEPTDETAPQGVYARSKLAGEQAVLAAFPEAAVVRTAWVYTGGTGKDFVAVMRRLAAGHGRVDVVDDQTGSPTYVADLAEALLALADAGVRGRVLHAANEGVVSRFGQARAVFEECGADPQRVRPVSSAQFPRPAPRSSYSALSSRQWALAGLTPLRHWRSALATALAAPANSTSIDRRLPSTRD
Target sequence (P9WH11 whole entry, looked up): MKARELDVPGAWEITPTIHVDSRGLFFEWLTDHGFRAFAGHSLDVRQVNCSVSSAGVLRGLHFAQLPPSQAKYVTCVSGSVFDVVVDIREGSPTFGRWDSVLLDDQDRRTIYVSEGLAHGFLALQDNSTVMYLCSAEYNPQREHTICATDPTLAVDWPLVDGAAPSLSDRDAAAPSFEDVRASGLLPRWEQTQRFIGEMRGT
Numbers without * were called inactive; . = not tested or not shown; & = joins results of further samples.

no.	mol	M. tuberculosis GlmU	Mtb RmlCD inh
1	N#C/C(=C\c1ccc(OC(=O)c2ccc(Br)s2)cc1)c1nc2ccccc2[nH]1	-4.3%	.
2	CC1CCCN(S(=O)(=O)c2coc(C(N)=O)c2)C1 (stereo not given)	0.2%	1
3	CCNc1nnc(-c2ccncc2)s1	-4.0%	97
4	COCCCN(CC(=O)O)S(=O)(=O)c1cccc(Cl)c1	-2.2%	5
5	CCCn1c(SCC(=O)N2CC(=O)Nc3ccccc32)nc2ccccc21	-11%	1
6	O=C(NC1CC1)C1CCCN(C(=O)NC2CCCCC2)C1 (stereo not given)	-2.4%	-6
7	NS(=O)(=O)c1cccc(N2CCNCC2)c1	-1.9%	.
8	CCOC(=O)C1(C)NC(c2ccc(OC)cc2OC)C2C(=O)N(c3cccc(OC)c3)C(=O)C21 (stereo not given)	1.1%	6
9	C=CCOC(=O)C1=C(C)Nc2nnnn2C1c1cccc(OC)c1OC (stereo not given)	-0.3%	-7
10	COc1c(C)cc(Br)cc1C(=O)Nc1cccc(NC(=O)c2ccco2)c1	-0.7%	.
11	O=C1C2C3C=CC(C2C(=O)N1c1ccc(O)cc1)C1C2C(=O)N(c4ccc(O)cc4)C(=O)C2C31 (stereo not given)	1.9%	-14
12	O=C(c1ccc2c(c1)OCCO2)C1CCN(S(=O)(=O)c2cccc(F)c2)CC1	3.0%	.
13	CC(=O)C(=Nc1ccc(Cl)cc1Cl)NNc1cccc(Cl)c1	0.1%	-6
14	CC1CCCCN1C(=O)c1ccc(OC2CCN(S(=O)(=O)N(C)C)CC2)cc1 (stereo not given)	1.8%	-9
15	Cc1cc(NC(=O)CSc2ccc3nnc(-c4ccccn4)n3n2)no1	6.8%	.
16	COc1ccc(C=O)cc1CSc1ccccn1	0.4%	-2
17	O=C(O)c1cccc(S(=O)(=O)NCCc2ccccc2)c1	-4.4%	8
18	Cc1nc(SCn2nnc3ccccc3c2=O)nc(C)c1C	-1.9%	.
19	Cc1csc(=Nc2ccccc2)n1CCO	1.5%	11
20	O=C(NCc1ccco1)Nc1ccc([N+](=O)[O-])cc1	-4.7%&0.4%	-1&-9
21	COc1ccc(CCNC(=O)CSc2nc3[nH]ncc3c(=O)n2-c2ccccc2OC)cc1OC	3.9%	-8
22	O=C(CSc1nnc(C2CC2)n1Cc1ccccc1)Nc1cccnc1Cl	2.1%	-13
23	COC(=O)c1cc(NC(=O)c2c(-c3c(Cl)cccc3Cl)noc2C)ccc1N1CCOCC1	1.6%	0
24	O=C1c2ccccc2S(=O)(=O)N1CC(O)COc1ccc(Br)cc1 (stereo not given)	5.2%	.
25	COc1ccc(CCNS(=O)(=O)c2ccc3c(c2)CCN3C(=O)CCC(=O)O)cc1OC	-2.1%	7
26	OC(COCc1ccccc1)CN1CCN(c2ccccc2F)CC1 (stereo not given)	-4.0%	.
27	COc1ccc(OC)c(-c2cc(C(F)(F)F)c3c(n2)sc2c(O)cc(=O)[nH]c23)c1	2.4%	-1
28	Nc1c(-c2ccccc2)n[nH]c1-c1ccccc1	-2.3%	-1
29	Cc1cc(NC(=O)CSc2nccn2C)n(-c2ccccc2)n1	3.8%	-6
30	CCN1CCN(Cc2ccccc2NC(=O)Nc2ccc(C)cc2)CC1	6.2%	10

From no. 29 to 30, as listed above:
no.	mol	M. tuberculosis GlmU	Mtb RmlCD inh
29	Cc1cc(NC(=O)CSc2nccn2C)n(-c2ccccc2)n1	3.8%	-6
30	CCN1CCN(Cc2ccccc2NC(=O)Nc2ccc(C)cc2)CC1	6.2%	10

(continued)
no.	mol	M. tuberculosis GlmU	Mtb RmlCD inh
31	COc1ccc(NC(=O)c2ccc(Oc3ncccn3)cc2)cc1	-6.9%	8
32	COc1ccc(N(CC(=O)Nc2ccccc2C(=O)NCc2ccco2)S(C)(=O)=O)cc1	-3.8%	11
33	CC(C)c1nc(SCC(=O)Nc2c[nH]c(=O)[nH]c2=O)c2cnn(-c3ccccc3)c2n1	1.3%	2
34	COc1cccc(NC(=O)c2ccccc2SC)c1	4.7%	.
35	CCS(=O)(=O)N1CCC(C(=O)NCC2CCCO2)CC1 (stereo not given)	0.3%	.
36	CC(C)c1ccc(/C=N/NC(=O)c2ccccn2)cc1	-0.2%	0
37	O=c1c2ccccc2[nH]c(=S)n1CCCN1CCOCC1	-3.6%	12
38	COc1ccc(-c2cc3ccccc3n2CC(O)Cn2nc(C)cc2C)cc1 (stereo not given)	-2.2%	.
39	COc1cccc(C2C(C#N)=C(C)NC3=C2C(=O)CC(C)(C)C3)c1 (stereo not given)	-5.7%	4
40	N#CCC(=O)Nc1ncn(Cc2ccccc2Cl)n1	1.4%	.
41	CC/C(=N\NC(=O)CNC(=O)/C=C/c1ccco1)c1ccccc1	1.2%	6
42	O=C1CCCC/C1=C\Nc1ccc(C(=O)O)c(O)c1	6.5%	-17
43	COc1ccc(CCNC(=O)Cn2cccc2C(=O)c2ccccc2)cc1OC	-1.1%	-5
44	O=C(COc1ccc(Cl)cc1Cl)N1CCN(c2ccccn2)CC1	1.5%	8
45	COc1ccc(CNn2c(-c3cccs3)nc3ccccc3c2=O)cc1OC	8.0%	-6
46	COc1ccc(C(=O)CSc2nc(C(C)(C)C)nc3ccccc23)cc1	-2.7%	-7
47	Cc1ccc(NC(=O)CCC(=O)c2cccs2)cc1	0.4%	.
48	Cc1ccc(Sc2ccc(CN3CCCCC3)cc2[N+](=O)[O-])cc1	-4.5%	-4
49	COc1cc(-c2nc(Cc3c(F)cccc3Cl)no2)cc(OC)c1OC	-2.6%	.
50	O=C(NCC1CCCCC1)C1CCCN(C(=O)NC2CCCCC2)C1 (stereo not given)	.	40
51	CC(C)CC(=O)Nc1nnc(SCC(=O)NCc2ccco2)s1	3.6%	8
52	CCOC(=O)c1cc(NC(=O)N2CCCCC2)c(C)nc1C	4.8%	-3
53	COc1cc(/C=C2\SC(=S)N(C(C(=O)O)c3ccccc3)C2=O)cc(OC)c1OC (stereo not given)	1.2%	9
54	COc1ccc(/C(C)=N/NC(=O)C2CC2)cc1	-0.9%	.
55	COc1ccccc1CNC(=O)CSc1ccsc1[N+](=O)[O-]	4.5%	-7
56	O=C(COC(=O)CSc1ccc2ccccc2c1)Nc1ccccc1OC(F)F	-5.0%	7
57	COc1ccccc1NC(=O)NCC(c1ccco1)N1CCCCC1 (stereo not given)	2.3%	2
58	Cc1ccc2cc(CN(c3ccc(C)c(C)c3)S(C)(=O)=O)c(=O)[nH]c2c1	3.7%	6
59	CCCS(=O)(=O)N1CCCC(C(=O)NCCCN(Cc2ccccc2)C(C)C)C1 (stereo not given)	.	-10
60	CCN(Cc1ccccc1)C(=O)c1cc2c(=O)oc3ccc(C)cc3c2s1	3.1%	-10

Looked up by compound from the list above (4):
no.	mol	M. tuberculosis GlmU	Mtb RmlCD inh
34	COc1cccc(NC(=O)c2ccccc2SC)c1	4.7%	.
43	COc1ccc(CCNC(=O)Cn2cccc2C(=O)c2ccccc2)cc1OC	-1.1%	-5
31	COc1ccc(NC(=O)c2ccc(Oc3ncccn3)cc2)cc1	-6.9%	8
46	COc1ccc(C(=O)CSc2nc(C(C)(C)C)nc3ccccc23)cc1	-2.7%	-7

More results
no.	mol	M. tuberculosis GlmU	Mtb RmlCD inh
61	CCOc1ccsc1C(=O)O	4.1%	18
62	Cn1c[n+](C)cc1-c1ccc(/C(N)=N/O)cc1	0.2%	.
63	C=CCN(c1ccc(C(=O)OC)cc1)S(=O)(=O)c1ccccc1	6.5%	-14
64	COc1ccc(C(=O)NC(=S)Nc2ccccc2N2CCOCC2)cc1Br	-3.6%	-12
65	Cc1onc(-c2ccccc2)c1C(=O)NCc1ccc2c(c1)OCO2	8.3%	.
66	COc1cccc(NC(=O)CSc2nc3c(sc4ccccc43)c(=O)n2CCN(C)C)c1	4.9%	-3
67	COC(=O)C1C2C=CC3(CN(Cc4ccco4)C(=O)C13)O2 (stereo not given)	-3.6%	-5
68	CC(=O)C(Cc1ccc(Cl)nc1)Cc1ccc(Cl)nc1	-3.8%	1
69	CSc1ccc(CN2CCCC(CO)(Cc3ccccc3)C2)cc1 (stereo not given)	6.7%	-10
70	COC(=O)C1=C(C)NC2=C(C(=O)c3ccccc32)C1c1cccc(OC)c1 (stereo not given)	2.8%	6
71	O=C(NCc1ccccn1)c1c(Cl)cccc1Cl	7.5%	.
72	COc1ccc(C(CNC(=O)c2cccc(Br)c2)N2CCCC2)cc1 (stereo not given)	1.6%	7
73	CCC1Oc2ccc(C)cc2N(CC(=O)N2CCN(c3ccc(F)cc3)CC2)C1=O (stereo not given)	7.9%	.
74	Cc1ccccc1OCC(=O)Nc1ccc(NC(=O)c2ccco2)cc1	-4.6%	.
75	Cc1cc(=O)[nH]c(CN2CCOCC2)n1	2.4%	.
76	CCC1SC(CC)C(=O)N(CC(=O)NCCc2ccccc2)C1=O (stereo not given)	3.8%	-5
77	COc1cc(C2N(c3ccccc3)CCN2c2ccccc2)cc(OC)c1OC	-1.5%	.
78	CCn1cc(CNC(=O)CCSc2nc(-c3ccco3)cc(C(F)(F)F)n2)cn1	1.2%	-3
79	CC1(NC(=O)CC[N+](C)(C)CCO)CS(=O)(=O)CC1S(=O)(=O)[O-] (stereo not given)	11%	7
80	C=CCNC(=O)C1CCN(c2c([N+](=O)[O-])cc(C(F)(F)F)cc2[N+](=O)[O-])CC1	-1.3%	.
81	CCC1CCCCN1C(=O)Nc1cc(Cl)ccc1OC (stereo not given)	-7.6%	3
82	O=C1CN(C(=O)/C=C/c2ccc(Cl)cc2)c2ccccc2N1	2.0%	0
83	CSc1nsc(SCCN2C(=O)c3ccccc3C2=O)n1	0.2%	.
84	O=C(OCc1ccccc1)Oc1cncc(C(=O)O)c1	1.3%	-10
85	Nc1nonc1/C(=N/O)N1CCN(CCO)CC1	5.8%	.
86	COc1ccc(C(=O)Nc2nc3ccccc3[nH]2)cc1S(=O)(=O)N1CCCC1	-2.7%	-2
87	FC(F)(F)c1ccc(CSc2ccccn2)cc1	-2.8%	9
88	Cc1onc(C(N)=O)c1C(=O)Nc1ncc(C(F)(F)F)cc1Cl	-2.7%	-3
89	CN(CC(=O)NC1CCCCCCC1)S(=O)(=O)c1cnc[nH]1	0.4%	7
90	CN1C(=O)N(S(=O)(=O)c2ccc(F)c(F)c2F)C(=O)C1(C)C	4.6%	.
91	COc1ccc(-c2nn(C)c(=O)[nH]2)cc1	0.9%	5
92	CCNC(=S)N(CCc1ccc(OC)c(OC)c1)Cc1cc2cc(OC)ccc2[nH]c1=O	7.8%	19
93	CC(C)Nc1nc(NC(C)(C)C)nc(Oc2ccc(=O)n(-c3ccccc3)n2)n1	0.1%	10
94	CC(=O)c1cccc(CN2CCN(Cc3ccc(C)cc3)C(CCO)C2)c1 (stereo not given)	1.2%	-3
95	CN1CC(c2ccccc2Cl)C2(COc3ccccc3C2=O)C12C(=O)Nc1ccccc12 (stereo not given)	-0.4%	.
96	CN(C)c1ccc(NC(=O)c2cccc(N3C(=O)CCC3=O)c2)cc1	3.7%	1
97	Cc1ccc(NC(=O)C(CC(C)C)NC(N)=O)cc1 (stereo not given)	6.1%	-10
98	Cc1ccc(-n2nc(-c3ccco3)cc2C(=O)O)c(C)c1	16%	-1
99	Cc1ccc(Oc2nc(-c3ccccc3)ncc2S(C)(=O)=O)cc1	2.5%	102
100	N#Cc1ccccc1Cn1cc(C#N)c2ccccc21	-0.3%	.
101	CC1CCN(C(=O)/C(=C/c2ccccc2Cl)c2ccccc2)CC1	4.1%	.
102	CC(C)=N/N=C(\N)SCc1ccccc1	0.6%	.
103	CCCCCCCCNC(=O)CC(NS(=O)(=O)c1ccc(NC(C)=O)cc1)C(C)C (stereo not given)	1.3%	.
104	CC1(C)C2CC[C@]3(C)C(CC=C4[C@@H]5C[C@@](C)(CO)[C@@H](O)C[C@]5(C(=O)O)CC[C@]43C)[C@@]2(C)CC[C@@H]1O (stereo not given in full)	1.4%	.
105	CC(C)C(NC(=O)CC12CC3CC(CC(C3)C1)C2)C(=O)O (stereo not given)	.	33
106	CCCCCC(=O)NNC1CC(=O)N(c2cccc(OCC)c2)C1=O (stereo not given)	0.2%	-4
107	CCOC(=O)N1CCC(=NNc2ccnc3cc(Cl)ccc23)CC1	0.8%	-11
108	COc1ccc(CN2C(=O)NC(=O)/C(=C/c3ccc([N+](=O)[O-])s3)C2=O)cc1	6.9%	-7
109	Cn1c(CN2CCOCC2)nnc1SCc1cccc(F)c1	4.5%	16
110	CCN(C(=S)Nc1ccccc1F)C1CCCCC1	0.9%	.
111	O=C(Nc1ncccc1O)c1c(O)c2ccccc2[nH]c1=O	6.1%	.
112	O=C(Cn1cnc2ccccc2c1=O)NCCC(=O)N1CCN(Cc2ccccc2)CC1	3.0%	3
113	CCOc1ccc(Oc2cc(NC(=O)c3ccco3)cc([N+](=O)[O-])c2)cc1	.	8
114	O=C(OCCN1CCCCC1)c1ccccc1Cl	1.3%	.
115	CC(C)CC(NC(=O)OC(C)(C)C)C(=O)NCc1ccccc1 (stereo not given)	-0.6%	.
116	C=CCOc1cccc(/C=N/NC(=O)CN(c2cc(Cl)ccc2OC)S(=O)(=O)c2ccc(C)c([N+](=O)[O-])c2)c1	2.7%	5
117	C[C@H](N=C1NS(=O)(=O)c2ccccc21)C(=O)OCc1cc([N+](=O)[O-])cc2c1OCOC2	3.0%	.
118	C/C(=N\NC(=O)c1nc2ccccn2c1C)c1ccco1	-4.4%	-3
119	CC(C)(C)c1ccc(/C=C2\SC(=O)N(CCNC(=O)c3cccc(S(=O)(=O)N4CCOCC4)c3)C2=O)cc1	-1.8%	0

Source: PubChem BioAssay

The list is partial; rates above refer to the full screens.
